Casp6 inh – inhibitors of human caspase-6. purified caspase-6, Z-VEID-R110 cleavage fluorescence. AID 686996. P55212. inhibition, % at 12.5 µM. 0.53% of 350,000 active;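 active = mean inhibition across replicates at least about 35%, with every replicate also reaching that limit, limit read from the data; inconclusive = only one of the two criteria met; inactive = neither criterion met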;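 also: 0% = median of neutral control wells and 100% = no fluorescence left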
ERp5 block – inhibitors of human ERp5; AID 651711; ERp5 insulin aggregation, absorbance 650 nm, 90 min; Q15084; 0.05% of 350,000 active; inhibition, % at 9.99 µM;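 active = mean replicate inhibition above about 25%, with every replicate also reaching it, limit read from the data, passing the limit was not always enough; inconclusive = only one of those two criteria met; inactive = neither criterion met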
DENV2 CPE rescue – inhibitors of DENV2 cytopathic effect | DENV2-infected cells, cytopathic effect rescue, plate reader | CPE inhibition, % at 9.99 µM | 1.7% of 350,000 active; in the data active = CPE inhibition above about 20%, passing the limit was not always enough; inconclusive = no clear call, values can overlap the other calls; tested in BHK-21 cells;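 also: 0% = median of neutral control wells and 100% = median of positive control wells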
CFTR F508del cor – CFTR F508del correction in bronchial cells; 0.36% of 350,000 active; CFBE cells, YFP halide quenching; stimulated with forskolin plus potentiator P3; % fluorescence drop versus neutral controls; activity (quench increase), % at 7.58 µM;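 active = mean added fluorescence quench of at least 8% versus neutral control, with both replicates also reaching 8%; inconclusive = only one of the mean or replicate conditions met; inactive = mean below 8% and not both replicates reaching 8%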;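 also: cells transiently co-express mutant CFTR-F508del with the halide-sensitive YFP; corrector assay measuring rescue of mutant channel to the surface after 24 h compound exposure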
ERAP1 HTS inh – inhibitors of human ERAP1 aminopeptidase. 0.15% of 340,000 active. inhibition, % at 10.7 µM. recombinant ERAP1, Leu-AMC fluorescence, 60 min. Q9NZ08;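 active = mean replicate inhibition of at least 30%, or all replicates individually reaching that 30% level; inactive = mean below 30% and not every replicate reaching it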;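 also: 0% = neutral control wells and 100% = L-leucinethiol positive control wells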
Target sequence (Q9NZ08 whole entry, looked up): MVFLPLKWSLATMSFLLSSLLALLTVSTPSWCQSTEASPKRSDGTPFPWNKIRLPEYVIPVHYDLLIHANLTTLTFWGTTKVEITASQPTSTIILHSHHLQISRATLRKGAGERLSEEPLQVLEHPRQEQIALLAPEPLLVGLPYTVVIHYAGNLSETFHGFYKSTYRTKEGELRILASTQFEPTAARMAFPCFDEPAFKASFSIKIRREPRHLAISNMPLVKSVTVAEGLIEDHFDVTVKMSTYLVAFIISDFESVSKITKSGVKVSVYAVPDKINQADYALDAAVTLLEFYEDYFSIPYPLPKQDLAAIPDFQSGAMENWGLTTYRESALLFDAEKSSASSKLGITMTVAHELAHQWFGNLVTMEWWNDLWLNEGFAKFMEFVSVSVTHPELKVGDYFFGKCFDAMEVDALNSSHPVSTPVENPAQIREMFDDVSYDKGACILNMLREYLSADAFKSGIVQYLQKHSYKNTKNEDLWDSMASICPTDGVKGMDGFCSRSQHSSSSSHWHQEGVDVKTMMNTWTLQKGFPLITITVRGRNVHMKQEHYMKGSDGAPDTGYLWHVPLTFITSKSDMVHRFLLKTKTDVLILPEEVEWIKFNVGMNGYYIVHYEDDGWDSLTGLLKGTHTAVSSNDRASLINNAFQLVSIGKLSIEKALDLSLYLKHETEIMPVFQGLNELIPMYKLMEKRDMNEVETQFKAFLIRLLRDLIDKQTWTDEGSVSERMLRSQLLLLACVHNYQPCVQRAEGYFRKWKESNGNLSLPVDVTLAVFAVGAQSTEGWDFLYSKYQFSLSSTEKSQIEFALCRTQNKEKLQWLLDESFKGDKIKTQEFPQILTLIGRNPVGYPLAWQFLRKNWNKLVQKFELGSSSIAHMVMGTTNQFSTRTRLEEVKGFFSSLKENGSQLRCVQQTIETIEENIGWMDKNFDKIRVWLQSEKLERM
SIRT5 inh – sirtuin-5 (human) deacylase inhibition; Q9NXA8; AID 652115; 1.1% of 330,000 active; inhibition, % at 15 µM; Purified SirT5, succinyl-peptide AMC, trypsin-coupled fluorescence; in the data active = inhibition above about 15%; inconclusive = no clear call, values can overlap the other calls
miR-122 sensor – miR-122 inhibition in Huh7 cells; Huh7 miR-122 Renilla luciferase sensor, 48 h; neutral wells = 0, positive control = 100; activation (reporter increase), % at 12.5 µM; 0.3% of 340,000 active;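 active = mean replicate activation score at least 90 and every replicate individually at or above 90; inconclusive = only one of the two criteria met; inactive = neither criterion met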;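 also: higher luciferase means less miR-122 activity so hits act as miR-122 inhibitors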
* hit, by the source's call; ? = inconclusive; nt = no result given; [ ] = dose if it differs, or a comment.

no.	mol	Casp6 inh	ERp5 block	DENV2 CPE rescue	CFTR F508del cor
1	COC(=O)c1sccc1NC(=O)Cc1ccc(OC)cc1	2	-8	1	nt
2	CCOC1=C2CN(S(=O)(=O)c3ccc(C)cc3)[C@H](c3ccc(CC)cc3)C[C@@H]2N(S(=O)(=O)c2ccc(C)cc2)[C@H](c2ccccc2)C1	-1	-2	95*	-3.5
3	CC(C)CC#Cc1ccc([C@@H]2[C@H]3CN(S(=O)(=O)c4ccc(F)cc4)CCCCN3[C@H]2CO)cc1	1	3	-26	-1.7
4	CC(=O)N(C)C[C@H]1Oc2ncc(C#CCc3ccccc3)cc2C(=O)N([C@H](C)CO)C[C@H]1C	0	11	4	0.1
5	COc1cccc(NC(=O)N(C)C[C@@H]2Oc3cc(C#Cc4ccccc4)ccc3S(=O)(=O)N([C@H](C)CO)C[C@H]2C)c1	-4	2	-16	5.6
6	Cc1noc(C)c1NC(=O)N(C)C[C@@H]1Oc2ccc(NS(C)(=O)=O)cc2CC(=O)N([C@H](C)CO)C[C@H]1C	nt	nt	4	-1.5
7	Cc1ccc2[nH]c3c(NCc4ccccc4)ncnc3c2c1	0	-3	4	3.2
8	Cc1ccc(S(=O)(=O)N2C[C@@H](O)COC[C@@H]3O[C@H](CC(=O)NCC4CCCCC4)CC[C@H]32)cc1	-2	-6	-3	-4.9
9	O=S1(=O)C[C@@H](N2CCN(CCO)CC2)[C@H](COCc2ccccc2)N1	-2	1	-15	4.7
10	CC(C)(C)C(=O)Nc1c2c(nn1-c1ccc(F)cc1)CSC2	3	5	-2	-1.7
11	CCC(=O)N(C)C[C@H]1Oc2cc(C#C[C@H](C)O)ccc2S(=O)(=O)N([C@H](C)CO)C[C@H]1C	-3	-4	-1	-0.6
12	COCCNC(=O)C(=O)N/N=C/c1cccs1	0	6	3	1.5
13	NC(c1ccccc1)c1csc(NC(=O)NCCc2ccccc2)n1 (configuration not stated)	2	2	-5	-2.7
14	O=C(NCc1cnc2ccccn12)C1CCC(=O)N(Cc2ccccc2F)C1 (configuration not stated)	-9	9	15	0.3
15	CC(=O)Nc1cccc(NC(=O)c2cc(-c3cccnc3)nc3ccc(Cl)cc23)c1	nt	3	nt	-0.8

no.	ERAP1 HTS inh	SIRT5 inh	miR-122 sensor
1	1	-3	nt
2	4	-1	43
3	-1	1	5[16.7 µM]
4	-1	-2	0[16.7 µM]
5	-1	19*	2[16.7 µM]
6	nt	nt	-1[16.7 µM]
7	0	3	nt
8	2	-4	0[16.7 µM]
9	-1	-1	-8
10	1	-3	1
11	0	8	-2[16.7 µM]
12	0	2	nt
13	-6	-1	0
14	-5	-3	-2
15	0	-2	nt

no.	mol	Casp6 inh	ERp5 block	DENV2 CPE rescue	CFTR F508del cor
16	COc1ccc(N=Nc2c(C)[nH]c3ccccc23)cc1	5	-1	-5	-1.6
17	O=C(N/N=C/c1ccc([N+](=O)[O-])o1)C(O)c1ccccc1 (configuration not stated)	12	5	-1	1.4
18	O=C(N[C@H]1CC[C@H](CC(=O)N2CCOCC2)O[C@@H]1CO)c1ccccn1	2	3	1	0.0
19	COCC1OS(=O)(=O)NC(CC(=O)SC(C)(C)C)C1C (configuration not stated)	-1	-7	-12	0.0
20	Cc1ccc(OCC(=O)c2cc(C)n(C)c2C)c([N+](=O)[O-])n1	8	-6	0	nt
21	CC(=O)N(C)C[C@@H]1Oc2cc(C#Cc3cccnc3)ccc2S(=O)(=O)N([C@H](C)CO)C[C@H]1C	-1	9	-7	0.1
22	Cc1nc2cnccc2n1C	0	-5	2	0.0
23	O=C(c1cccc(Br)c1)N1CCCc2ccccc21	0	-2	5	0.7
24	COCCNC(=O)C1(C)CCCN(Cc2sc(C)nc2C)C1 (configuration not stated)	1	5	?	3.3
25	C[C@@H]1COc2cc(N3CCSCC3)ccc2S(=O)(=O)N1	1	-5	-9	-1.8
26	CCOC1=NN(c2ccccc2)C(=O)/C1=C\N(C)C	-1	3	4	-0.5
27	CN(C(=O)c1cccc(NC(=O)Cc2cccc(NC(=O)C3CCCN(C(=O)C4CCCCC4)C3)c2)c1)C1CCC1 (configuration not stated)	1	2	3	0.0
28	O=C(CCc1nnc2ccc(NCc3ccco3)nn12)N1CCN(c2ccccc2)CC1	0	6	-1	1.7
29	O=C(/C=C/c1ccccc1)OCCN=C1NS(=O)(=O)c2ccccc21	1	-2	-5	-1.1
30	O=C(Nc1ccc2c(c1)OCO2)c1cc(C2CCCN(C(=O)CCc3ccccc3)C2)on1 (configuration not stated)	-2	0	1	-0.4

no.	ERAP1 HTS inh	SIRT5 inh	miR-122 sensor
16	nt	nt	19
17	2	7	3
18	2	2	nt
19	-4	nt	-3
20	2	1	-3
21	-2	9	1[16.7 µM]
22	8	-2	-5
23	-1	-1	nt
24	7	-2	-2
25	nt	-4	nt
26	2	-1	-1
27	8	3	-1
28	1	-4	1
29	-2	2	-6
30	1	5	-4

Rewritten as a markdown table: part of the list above.
| no. | structure | Casp6 inh | ERp5 block | DENV2 CPE rescue | CFTR F508del cor | ERAP1 HTS inh | SIRT5 inh | miR-122 sensor |
| --- | --- | --- | --- | --- | --- | --- | --- | --- |
| 20 | Cc1ccc(OCC(=O)c2cc(C)n(C)c2C)c([N+](=O)[O-])n1 | 8 | -6 | 0 | nt | 2 | 1 | -3 |
| 22 | Cc1nc2cnccc2n1C | 0 | -5 | 2 | 0.0 | 8 | -2 | -5 |
| 27 | CN(C(=O)c1cccc(NC(=O)Cc2cccc(NC(=O)C3CCCN(C(=O)C4CCCCC4)C3)c2)c1)C1CCC1 (configuration not stated) | 1 | 2 | 3 | 0.0 | 8 | 3 | -1 |

Next section:
no.	mol	Casp6 inh	ERp5 block	DENV2 CPE rescue	CFTR F508del cor
31	Cc1ccc(S(=O)(=O)N/N=C/c2ccccc2F)cc1[N+](=O)[O-]	0	0	-1	-0.2
32	C[C@@H]1CN([C@@H](C)CO)C(=O)c2cc(NC(=O)Cc3ccccc3)ccc2O[C@@H]1CN(C)CC1CC1	-5	-3	10	-0.7
33	COc1ccccc1C(=O)Nc1ccc2ccccc2c1	-2	1	-6	-1.0
34	Cc1cccc(NC(=O)Nc2cccnc2)c1C	2	1	14	1.3
35	Cc1ccc(N/C(C(Cl)=C(Cl)Cl)=C(/Cl)[N+](=O)[O-])c(C)c1	1	2	7	nt
36	CC(C)c1nc2ccccc2n1CC(O)COC1CCCCC1 (configuration not stated)	-4	6	1	-0.1
37	CN1CCN(C(=O)c2ccc(Cn3cc(Cl)cn3)o2)CC1	-7	1	-1	-2.2
38	Cc1cc(C)n(CCNC(=O)CCc2nnc(CCc3ccccc3)o2)n1	6	-1	-4	-6.5
39	CN(CCO)c1ccc2c(c1)OC[C@@H](Cc1ccccc1)NS2(=O)=O	-2	5	5	-3.4
40	CC(=O)Nc1cc(-c2ccc(N3CCN(C)CC3)cc2)cn2c(-c3cccc(C(=O)N(C)C)c3)cnc12	-65	4	0	1.3
41	CN(C)CC(=O)Nc1ccc2c(c1)[C@H]1C[C@@H](CC(=O)N3CCCCC3)O[C@@H](CO)[C@H]1O2	3	0	4	4.1
42	O=C(C[C@H]1CC[C@@H]2NC[C@@H](O)COC[C@H]2O1)NCCc1ccncc1	nt	nt	2	0.8
43	CC(O)[C@H]1CNC(=O)C(=O)N1CCCCC1CCCCC1 (some centres not stated)	-1	-5	-8	0.9
44	COC(=O)c1c(-c2ccc(OC)cc2)c2c(c3c4cc(OC)ccc4n(S(=O)(=O)c4ccc(F)cc4)c13)C(=O)N(C)C2	-4	2	45*	1.2
45	CC(=O)Nc1ccc(S(=O)(=O)NCCC(=O)OCC(=O)NNC(=O)c2ccccc2)cc1	1	1	10	-0.5

no.	ERAP1 HTS inh	SIRT5 inh	miR-122 sensor
31	1	6	-6
32	0	-2	0[16.7 µM]
33	nt	4	nt
34	-5	-3	-3
35	-1	3	nt
36	4	-1	-8
37	-3	-3	5
38	-4	15*	-1
39	nt	0	nt
40	2	nt	0
41	0	-9	4[16.7 µM]
42	nt	nt	-9[16.7 µM]
43	-2	-2	-7
44	-2	nt	nt
45	-8	2	-7

no.	mol	Casp6 inh	ERp5 block	DENV2 CPE rescue	CFTR F508del cor
46	Cc1ccccc1C(=O)N1CCC(C(=O)Nc2ccccn2)CC1	0	-2	-6	-2.6
47	O=C(Nc1ccc(N2CCOCC2)c(S(=O)(=O)Nc2ccccc2Cl)c1)c1ccccc1	3	0	-2	-1.8
48	O=C(NC[C@H]1[C@@H](c2ccccc2)[C@@H](CO)N1Cc1ccccc1)c1ccccn1	-2	2	-9	-0.2
49	C[C@H](CO)N1C[C@H](C)[C@@H](CN(C)C(=O)CCCN(C)C)OCCCC[C@H](C)Oc2ccc(NC(=O)c3ccncc3)cc2C1=O	nt	nt	-7	-1.5
50	CCN1CCN(c2ccc(S(=O)(=O)N3CCOCC3)cc2NC(=O)c2cc(Cl)nc3ccccc23)CC1	-3	-2	2	5.9
51	OC[C@H]1Nc2ccc(-c3cccc(F)c3)cc2[C@@H]2[C@H]1CCN2Cc1ccncc1	2	0	?	2.8
52	COc1cccc(C(=O)Nc2ccc3c(c2)OC[C@@H](C)N(CC2CC2)C[C@@H](C)[C@H](OC)CN(C)C3=O)c1	1	0	9	-0.8
53	COc1ccccc1NC(=O)CN1CCN(C(=O)C2CCCO2)CC1 (configuration not stated)	1	-6	7	2.4
54	CC(=O)c1c(C)[nH]c(=S)c(C#N)c1-c1ccc(F)cc1	0	5	1	1.3
55	CC(=O)c1ccc(OCCCC(=O)NCCc2ccccc2)cc1	-4	-1	3	2.7
56	COCC(=O)N(C)C[C@@H]1Oc2cc(C#CC(C)(C)O)ccc2S(=O)(=O)N([C@H](C)CO)C[C@@H]1C	-2	61*	11	-1.8
57	C[C@@H]1CCCCO[C@H](CN(C)C(=O)CCCN(C)C)[C@H](C)CN([C@@H](C)CO)C(=O)c2cc(NS(=O)(=O)c3ccccc3)ccc2O1	0	2	-5	1.6
58	COc1ccc(NS(=O)(=O)c2cc3c(cc2C)N(C)CCO3)cc1	0	4	-1	0.1
59	CC(C)(C)NC(=O)C(c1ccccc1)N(C(=O)CNC(=O)c1cccs1)c1cccnc1 (configuration not stated)	1	0	-7	-3.8
60	Cc1csc(/N=C/c2ccc([N+](=O)[O-])cc2)n1	2	-1	2	-0.2
61	C[C@@H]1ON(C)[C@H]2C[C@H]3c4cc(N5CCCCC5)ccc4CCN3C[C@@H]12	-9	10	-7	-2.8

no.	ERAP1 HTS inh	SIRT5 inh	miR-122 sensor
46	4	-1	nt
47	-3	1	nt
48	1	4	nt
49	nt	nt	5[16.7 µM]
50	2	-1	0
51	-2	-4	6[16.7 µM]
52	-1	5	8[16.7 µM]
53	-2	46*	-9
54	1	0	-11
55	2	-6	nt
56	0	-1	nt
57	0	-8	-3[16.7 µM]
58	5	2	95*
59	3	-5	-8
60	-1	0	nt
61	5	2	nt
